Yeast growth tox – Inhibitors of S. cerevisiae growth, toxicity. growth inhibition, % at 25 µM (by protocol). S. cerevisiae wild-type growth, A595 turbidity, 16 h. 0.3% of 30,000 active;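 active = mutant and wild-type yeast strains alike exhibit over 30% growth inhibition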;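 also: 0% = untreated cell controls and 100% = YPD media blanks without cells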
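System – wild-type and eIF2Bepsilon-R284H mutant S. cerevisiae, screened separately · Measured by – absorbance at 595 nm (turbidity) · Timing – 16 h compound exposure during growth at 30 °C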
eIF2B yeast act – eIF2B (yeast) activity modulation. S. cerevisiae eIF2B-epsilon R284H, GCN4-lacZ luminescence. inhibition, % at 25 µM (by protocol). 0.91% of 27,000 active;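 active = mutant luminescence inhibited past about 50% while wild type luminescence and mutant growth stay under set limits, limit read from the data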; also: some compounds called inactive have numbers as strong as hits
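Times: 16 h growth with compound at 30 °C, 90 min Beta-Glo step; Assay system: yeast eIF2B-epsilon R284H mutant carrying GCN4–beta-galactosidase fusion; Measure: % inhibition of reporter signal and growth versus controls; Dosing: one concentration, 25 µM, 0.25% DMSO; Buffer or medium: YPD yeast growth medium; Measured by: Beta-Glo luminescence plus absorbance at 595 nm.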
Yeast growth tox inhibition % – recorded beside Yeast growth tox, whose call it bears; growth inhibition, %; S. cerevisiae eIF2Bepsilon-R284H mutant growth, A595 turbidity, 16 h;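 each compound tested once at 25 µM; 0% equals untreated cells and 100% equals cell-free medium blanks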
eIF2B yeast act mutant toxicity – recorded beside eIF2B yeast act, whose call it bears; growth inhibition, %; measured here: mutant yeast growth, toxicity;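 each compound tested once at 25 µM; zero equals untreated control growth and 100 equals blank medium absorbance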
* = called active by the depositor; . = no result given. Some of the compounds tested. The share of hits here may be higher or lower than overall.

nr | SMILES | Yeast growth tox inhibition % | eIF2B yeast act | eIF2B yeast act mutant toxicity | Yeast growth tox
1 | Cn1c(-c2ccc(N)cc2)nc2ccccc21 | 14 | 26 | 14 | 0
2 | CCCOc1ccc(C2C(=O)N(C3CCCCC3)CC(=O)N2CCC)cc1OC (centres undefined) | 20 | 13 | 20 | 5
3 | CN(C)S(=O)(=O)Nc1ccc(Oc2ccccc2)cc1 | -10 | . | . | 5
4 | COC(=O)CSc1cc(SCC(=O)OC)c(C#N)c(SCC(=O)OC)c1 | 3 | 15 | 3 | 6
5 | CC(C)(C)n1nc2c(c1NC(=O)c1cccc(C(F)(F)F)c1)CS(=O)C2 (centres undefined) | -11 | 18 | -11 | 2
6 | Cc1ccc(C(=O)CSC2=C(C#N)C(c3ccco3)CC(=O)N2)c(C)c1 (centres undefined) | -5 | 16 | -5 | 8
7 | CCOC(=O)c1c(-c2ccccc2)oc2ccc(O)c(CN3CCCC3)c12 | -15 | 13 | -15 | 4
8 | CC(C)=C(NC(=O)c1ccccc1)C(=O)N1CCOCC1 | 5 | 1 | 5 | 15
9 | CCCCCn1c(Sc2ncccn2)nc2c1c(=O)[nH]c(=O)n2C | . | 5 | . | .
10 | COc1cccc(OC)c1C(=O)Nc1cccc(C(C)=O)c1 | -16 | . | . | -11
11 | COc1cc(C2Nc3ccc4ncccc4c3C3=C2C(=O)CCC3)cc(OC)c1O (centres undefined) | . | 29 | . | .
12 | COc1ccccc1-n1cnc2cc(NC(=O)c3ccco3)ccc21 | -2 | -1 | -2 | 19

Copied from the list.
In eIF2B yeast act mutant toxicity, entry 5 has the entry -11
In Yeast growth tox, entry 10 has the entry -11

More structures.
nr | SMILES | Yeast growth tox inhibition % | eIF2B yeast act | eIF2B yeast act mutant toxicity | Yeast growth tox
13 | O=C(Nc1ccc(N2CCOCC2)cc1N1CCOCC1)c1ccco1 | -4 | 24 | -4 | -4
14 | COCCNC(=O)C(c1ccc(C)o1)N(C(=O)c1snc(C(N)=O)c1N)c1ccc(C)c(C)c1 (centres undefined) | 15 | 19 | 15 | 18
15 | CCCCCOC(=O)CSc1nnc(-c2cc(OC)c(OC)c(OC)c2)o1 | -5 | 19 | -5 | -1
16 | COC(=O)c1cc2occc2n1Cc1ccc(Cl)cc1 | 8 | 13 | 8 | 29
17 | Cc1cc(C)cc(OCc2nnc(SCC(=O)OC3CCCCC3)o2)c1 | 4 | 3 | 4 | 21
18 | O=C(NCc1ccc2c(c1)OCO2)c1ccc(-c2ccc(Cl)cc2)o1 | 35 | 2 | 35 | 9
19 | Fc1ccc(C(c2nnnn2Cc2ccccc2)N2CCSCC2)cc1 (centres undefined) | -14 | 35 | -14 | 8
20 | O=C(c1ccccc1)n1ccn(-c2ccccc2)c1=S | 14 | -19 | 14 | -14
21 | COc1ccc(-c2ccnc(SCC(=O)Nc3ccccn3)n2)cc1 | . | 15 | . | .
22 | CC(C)C(c1nnnn1CC1CCCO1)N1CCN(C2CCCC2)CC1 (centres undefined) | 0 | 21 | . | 11
23 | NC(=O)N1CC(O)CC1C(=O)Nc1ccc(Cl)c(Cl)c1 (centres undefined) | -9 | 24 | -9 | 8
24 | CCCc1cc(=O)[nH]c(SCc2ccc(Cl)cc2)n1 | 5 | 14 | 5 | 28
25 | O=C(Oc1ccccc1C(=O)N1CCOCC1)c1cccc(Br)c1 | 4 | 22 | 4 | -4
26 | O=C(CSCc1ccccc1)N1CCN(C(=O)c2ccco2)CC1 | -22 | 30 | -22 | 30
27 | CN(C)S(=O)(=O)c1cccn1-c1ncc(C(F)(F)F)cc1Cl | -4 | 18 | -4 | 26
28 | C=CCn1c(SCC(=O)OC)nc2sc3c(c2c1=O)CCN(C)C3 | 12 | -14 | 12 | 2
29 | CN(C)S(=O)(=O)N1CCN(C(=O)N(c2ccccc2)c2ccccc2)CC1 | 0 | 37 | . | 6
30 | Cn1c(=O)oc2cc(S(=O)(=O)NCc3ccccc3)ccc21 | 18 | 16 | 18 | 23
31 | Cc1ccc(S(=O)(=O)C(C#N)c2nc3ccccc3nc2N2CCC(C)CC2)cc1 (centres undefined) | 3 | 13 | 3 | -4
32 | O=C(Nc1ccc2nc(-c3cccs3)[nH]c2c1)c1ccco1 | 21 | 31 | 21 | 5
33 | O=C(O)C1CSC2(CCN(Cc3ccccc3)CC2)N1 (centres undefined) | 16 | -3 | 16 | 9
34 | Cc1ccc(-n2c(Cc3cccs3)nnc2SCC(=O)OC(C)C)cc1 | -37 | 15 | -37 | 1
35 | OC(COc1ccc2ccccc2c1Cl)CN1CCOCC1 (centres undefined) | 0 | 33 | . | 5
36 | CN(CC(N)=O)S(=O)(=O)c1ccc(F)cc1 | 20 | 14 | 20 | 20
37 | COc1cc(C(=O)Nc2ccc(S(=O)(=O)NC(C)C)cc2)cc(OC)c1OC | -18 | 23 | -18 | -35
38 | Nc1cc(C(=O)c2ccccc2)ccc1N1CCOCC1 | 0 | 27 | . | -10
39 | COc1cccc(C2=CC(c3cc(OC)ccc3OC)n3nnnc3N2)c1 (centres undefined) | -10 | 9 | -10 | 1
40 | COc1ccc(NC(=O)c2oc3cc(C)c(C)cc3c2C)c(OC)c1 | -7 | 10 | -7 | -10
41 | CSc1nc2sc3c(c2c2nnnn12)CCCC3 | 10 | 22 | 10 | 23
42 | COc1ccccc1-c1nnc(SCCN2CCOCC2)n1-c1ccc(C)cc1 | -7 | 18 | -7 | 17
43 | O=c1c(-c2ccc3c(c2)OCCO3)c(C(F)(F)F)oc2cc(O)cc(O)c12 | . | 3 | . | .
44 | CCOC(=O)C1CCCN(C(=O)c2cc3c(=O)n4cccc(C)c4nc3n2C)C1 (centres undefined) | -29 | -4 | -29 | 20
45 | CCN(CC)CCOc1nc(C)nc2c1oc1ccccc12 | 10 | -8 | 10 | 1
46 | Cc1cc(C(=O)NCc2cccnc2)no1 | 14 | 1 | 14 | -1
47 | CN(C)C(=O)COC(=O)/C=C/c1ccccc1[N+](=O)[O-] | 11 | . | . | 22
48 | COc1ccc2c(c1)c1nc3ccccc3nc1n2CC(=O)OC(C)C | 0 | -102 | . | 11
49 | Cn1c(SCC#N)nnc1-c1cnccn1 | 8 | -31 | 8 | 9
50 | CCOC(=O)c1c(CN2CCCCC2)oc2ccc(OC)cc12 | 18 | 16 | 18 | 3
51 | CC1CC(C)CN(C(=O)Cn2c(-c3nonc3N)nc3ccccc32)C1 (centres undefined) | -16 | 5 | -16 | -2
52 | CCOCCn1c(CCCO)nc2ccccc21 | -23 | 23 | -23 | -1
53 | CCOC(=O)c1c(NC(=O)c2nn(CC)cc2Br)c(C#N)nn1-c1ccccc1 | 3 | 1 | 3 | -11
54 | O=C(CCCNS(=O)(=O)c1cccc2nsnc12)NCc1ccccc1 | 4 | 12 | 4 | 20
55 | COc1cc(NC(=O)Cn2nnc(-c3ccccc3N)n2)cc(OC)c1 | 8 | -1 | 8 | 14
56 | COCCn1cnc2c1c(=O)n(CC(=O)c1ccc3c(c1)OCCO3)c(=O)n2Cc1ccccc1 | 10 | -26 | 10 | 4
57 | COC(=O)c1cc(C(=O)OC)n(Cc2ccc(Br)cc2)n1 | -19 | -27 | -19 | 10
58 | COc1cc(C2C(C(=O)c3ccco3)=C(O)C(=O)N2c2cc(C)on2)cc(Br)c1O (centres undefined) | 0 | 13 | . | 4
59 | O=C(Cc1ccccc1)Nc1c(C(=O)N2CCOCC2)cnn1-c1ccccc1 | 18 | 14 | 18 | 21
60 | O=C(NCc1ccccn1)C1CCCN(S(=O)(=O)c2ccc(Br)cc2)C1 (centres undefined) | 19 | -4 | 19 | 5

Sorted by SMILES length (lowest first): 4 of the compounds above.
nr | SMILES | Yeast growth tox inhibition % | eIF2B yeast act | eIF2B yeast act mutant toxicity | Yeast growth tox
49 | Cn1c(SCC#N)nnc1-c1cnccn1 | 8 | -31 | 8 | 9
60 | O=C(NCc1ccccn1)C1CCCN(S(=O)(=O)c2ccc(Br)cc2)C1 (centres undefined) | 19 | -4 | 19 | 5
53 | CCOC(=O)c1c(NC(=O)c2nn(CC)cc2Br)c(C#N)nn1-c1ccccc1 | 3 | 1 | 3 | -11
56 | COCCn1cnc2c1c(=O)n(CC(=O)c1ccc3c(c1)OCCO3)c(=O)n2Cc1ccccc1 | 10 | -26 | 10 | 4

In another format: entries from further up.
53	CCOC(=O)c1c(NC(=O)c2nn(CC)cc2Br)c(C#N)nn1-c1ccccc1
  Yeast growth tox inhibition %: 3; eIF2B yeast act: 1; eIF2B yeast act mutant toxicity: 3; Yeast growth tox: -11
54	O=C(CCCNS(=O)(=O)c1cccc2nsnc12)NCc1ccccc1
  Yeast growth tox inhibition %: 4; eIF2B yeast act: 12; eIF2B yeast act mutant toxicity: 4; Yeast growth tox: 20

In the list so far, these contain fluorine.
nr | SMILES | Yeast growth tox inhibition % | eIF2B yeast act | eIF2B yeast act mutant toxicity | Yeast growth tox
5 | CC(C)(C)n1nc2c(c1NC(=O)c1cccc(C(F)(F)F)c1)CS(=O)C2 (centres undefined) | -11 | 18 | -11 | 2
19 | Fc1ccc(C(c2nnnn2Cc2ccccc2)N2CCSCC2)cc1 (centres undefined) | -14 | 35 | -14 | 8
27 | CN(C)S(=O)(=O)c1cccn1-c1ncc(C(F)(F)F)cc1Cl | -4 | 18 | -4 | 26
36 | CN(CC(N)=O)S(=O)(=O)c1ccc(F)cc1 | 20 | 14 | 20 | 20
43 | O=c1c(-c2ccc3c(c2)OCCO3)c(C(F)(F)F)oc2cc(O)cc(O)c12 | . | 3 | . | .

(listing goes on)
nr | SMILES | Yeast growth tox inhibition % | eIF2B yeast act | eIF2B yeast act mutant toxicity | Yeast growth tox
61 | Cc1nc2sc(C(c3ccco3)N3CCN(c4cccc(Cl)c4)CC3)c(O)n2n1 (centres undefined) | 12 | -76 | 12 | 3
62 | Cc1noc(C)c1COC(=O)CCc1nc2ccccc2s1 | 8 | 29 | 8 | 11
63 | COc1cccc(OCCCN2CCN(S(=O)(=O)c3ccc(NC(C)=O)cc3)CC2)c1 | 3 | 21 | 3 | 10
64 | O=C(N1CCCCC1)N1CCN(C(=O)N(c2ccccc2)c2ccccc2)CC1 | -18 | -5 | -18 | 4
65 | Cc1n[nH]c(C)c1S(=O)(=O)N1CCCC(C(=O)NCC2COc3ccccc3O2)C1 (centres undefined) | 11 | 22 | 11 | 25
66 | CCCc1cc(=O)oc2c(C)c3occ(C)c3cc12 | -7 | 17 | -7 | 11
67 | COc1ccc(C2=NOC(C(=O)NCc3ccccn3)C2)cc1 (centres undefined) | 8 | . | . | 10
68 | CCC(=O)Nc1sc2c(c1C(N)=O)CCC2 | 4 | -12 | 4 | 17
69 | CCc1ccc(C2C(C(C)=O)=C(C(=O)OC)Nc3nnnn32)cc1 (centres undefined) | 11 | -9 | 11 | 7
70 | CN1CC(c2ccccc2)C2(SC(=S)N(Cc3ccco3)C2=O)C12C(=O)Nc1ccccc12 (centres undefined) | 8 | . | . | 1
71 | Cc1cnnc2c1-c1no[n+]([O-])c1CC2 | 14 | 19 | 14 | 2
72 | COc1ccc(N2C(=O)CCC2(C#N)c2ccc(Br)cc2)cc1 (centres undefined) | 5 | -36 | 5 | 3
73 | O=C(CN(c1ccc(F)cc1)S(=O)(=O)c1ccc2c(c1)OCCO2)Nc1ccccc1 | 14 | 19 | 14 | 2
74 | CCn1c(COc2ccc3c(c2)OCO3)nnc1SCC(=O)c1ccc(Cl)cc1 | 3 | -8 | 3 | -9
75 | Cc1c(C(=O)NCc2ccccc2)oc2c1C(=O)CCC2 | 20 | -27 | 20 | 17
76 | CCOc1ccc(-c2cnc3n2CCC3)cc1 | 12 | . | . | 2
77 | Cc1cc(C(F)(F)F)nn1CC(=O)NCC1CCCO1 (centres undefined) | 4 | 30 | 4 | 19

Screening data as filed in PubChem BioAssay.
